PGK inhibitor: qHTS Assay to Find Inhibitors of Phosphoglycerate Kinase. 380,000 compounds, 0.043% hits. PGK/GAPDH coupled, Kinase-Glo luminescence, 60 min. Potency, µM (highest dose often 57.5 µM), for the others: top-dose activity change, negative = inhibition, actives largely listed as inhibitors. Phosphoglycerate kinase, glycosomal (Trypanosoma brucei brucei), P07378; note: % is set by controls: 0 for no effect and ±100 for the full control effect; nearly all actives have a fitted effect of over 60% in size
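Luminescent ATP detection (Kinase-Glo Plus) follows a 60-minute room-temperature incubation, with wells lacking PGK as controls. Buffer: 100 mM TEA (pH 7.6), 5 mM MgCl2, 0.01% Tween-20. Coupling enzyme GAPDH (100 nM final) supplies unstable 1,3-BPG in-well.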
RGS4 inh: Inhibitors of Regulator of G Protein Signaling (RGS) 4: qHTS. Regulator of G-protein signaling 4 (Homo sapiens), P49798. Transcreener GDP fluorescence polarization, RGS4-accelerated GTP hydrolysis. Potency, µM (titrated, usually from 114 µM), for inactives: top-dose activity change, negative = inhibition, most hits filed as inhibitors. 390,000 compounds, 0.039% hits. AID 504845, 2011; note: % is set by controls: 0 for no effect and ±100 for the full control effect; nearly all actives have a fitted effect of over 75% in size; some results filed as inactive show a strong effect at the top dose
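MLSMR compounds (23 nl, pin-transferred) preincubated 10 min at room temperature with a 500nM (2x) first reagent, then RGS4 at 900nM (2x) plus Transcreener GDP mix added; fluorescence polarization (620/688 nm) read before and after 90 min at 30 °C.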
ALOX12 inh: Primary qHTS assay for inhibitors of human arachidonate 12S-lipoxygenase (ALOX12): Round 2; Potency, µM (series often up to 108 µM), inactives show at the highest dose activity change, negative = inhibition, actives largely listed as inhibitors; 580,000 compounds, 1.1% hits; purified 12hLO, xylenol orange hydroperoxide absorbance; Polyunsaturated fatty acid lipoxygenase ALOX12 (Homo sapiens), P18054; AID 1671190, 2021; note: % is set by controls: 0 for no effect and ±100 for the full control effect
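Hydroperoxide product was detected by ferrous iron/xylenol orange as the 573 to 405 nm absorbance ratio. Arachidonic acid at 40 uM (final) was turned over for 30 min at room temperature by 150 nM human 12hLO, pH 7.0 Hepes buffer, after 15 min compound preincubation.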
HP1b chromo inh: HTS for Inhibitors of HP1-beta Chromodomain Interactions with Methylated Histone Tails; AlphaScreen HP1-beta / biotin-H3K9me3 peptide binding; Potency, µM (series often up to 114 µM), without a hit: top-dose activity change, negative = inhibition, actives largely listed as inhibitors; 390,000 compounds, 0.56% hits; note: nearly all actives have a fitted effect of over 70% in size; inactives centre near 23
Target sequence (P83916 whole entry, looked up): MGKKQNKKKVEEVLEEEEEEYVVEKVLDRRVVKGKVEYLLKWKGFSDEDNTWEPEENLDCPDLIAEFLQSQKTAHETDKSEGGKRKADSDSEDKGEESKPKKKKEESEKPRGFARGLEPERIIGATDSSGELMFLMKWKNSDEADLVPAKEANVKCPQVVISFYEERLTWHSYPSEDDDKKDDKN
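Compound inhibition of the preformed complex between 50 nM HP1-beta and 50 nM biotinylated H3K9me3 peptide was read by AlphaScreen. Buffer was PBS pH 7.4 with 0.01% Tween-20. Incubations ran 30 min at room temperature, with 10 ug/mL donor/acceptor beads.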
Pin1 inh: qHTS Assay to Find Inhibitors of Pin1. Peptidyl-prolyl cis-trans isomerase NIMA-interacting 1 (Homo sapiens), Q13526. Pin1 FP peptide displacement, HiFluor488, 10 min. Potency, µM (doses to about 115 µM), for inactives: at the highest dose activity, negative = inhibition, usual class: inhibitors. 390,000 compounds, 0.009% hits; active = well fitted inhibition curve with a large enough effect in the polarisation, with a control signal flat, not every such curve was filed as active; inconclusive = small, poorly fitted or top-dose-only effect, or effect the other way, or a change in a side signal; inactive = no such curve, though single readings can be large or run the other way; the % refers to the polarisation; note: % is set by controls: 0 for no effect and ±100 for the full control effect
Target sequence (Q13526 whole entry, looked up): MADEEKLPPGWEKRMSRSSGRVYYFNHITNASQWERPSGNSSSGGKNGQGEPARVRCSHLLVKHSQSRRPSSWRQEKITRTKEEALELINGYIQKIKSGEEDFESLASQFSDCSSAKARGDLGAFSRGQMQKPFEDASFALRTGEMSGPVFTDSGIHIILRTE
ERG Ets-DNA blk: qHTS for Small Molecule Inhibitors of the ERG Ets/DNA interaction; Potency, µM (titrated, usually from 76.9 µM), inactives show at the top dose FP activity, negative = inhibition, actives largely listed as inhibitors; fluorescence polarization, His-ERG Ets domain / labelled DNA; Transcriptional regulator ERG (Homo sapiens), P11308; 370,000 compounds, 0.028% hits; active = well fitted inhibition curve with a large enough effect in the polarisation, with a control signal flat; inconclusive = small, poorly fitted or top-dose-only effect, or effect the other way, or a change in a side signal; inactive = no such curve, though single readings can be large or run the other way; the % refers to the polarisation;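 note: polarization taken with two DNA probes labelled with fluorescein and Texas red; % of control where 0% means no effect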
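His-tagged ERG Ets domain (1 uM in the protein solution; 300mM KCl, 50mM Tris-HCl, 1mM EDTA, 1mM DTT, pH 7.5) received compound, then a probe mix of 5 nM fluorescein-DNA and 100nM Texas-615-DNA. Fluorescence polarization was read for both dyes.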
TrxR1 inh: qHTS Assay for Inhibitors of Mammalian Selenoprotein Thioredoxin Reductase 1 (TrxR1): qHTS | Thioredoxin reductase 1, cytoplasmic (Rattus norvegicus), O89049 | recombinant rTrxR1, NADPH fluorescence consumption, selenite substrate | Potency, µM (top dose mostly 114 µM), inactives show top-dose activity change, negative = inhibition, hits mostly inhibitors | 390,000 compounds, 1% hits; note: % is set by controls: 0 for no effect and ±100 for the full control effect; nearly all actives have a fitted effect of over 65% in size
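Rat TrxR1 (90 nM in the dispensed reagent) was pre-reduced with 400 uM NADPH for 5 min at room temperature, then incubated with compound for 15 min. After 400 uM selenite was added, NADPH fluorescence (Ex 340/Em 450 nm) was followed for 8 min.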
JMJD2A Tudor inh: qHTS Assay for Inhibitors of JMJD2A-Tudor Domain | AlphaScreen JMJD2A-Tudor / H3K4me3 peptide binding | Potency, µM (series often up to 114 µM), without a hit: at the top dose activity change, negative = inhibition, actives largely listed as inhibitors | 390,000 compounds, 4.4% hits; note: % is set by controls: 0 for no effect and ±100 for the full control effect; nearly all actives have a fitted effect of over 50% in size
GLS inhibitor: qHTS for Inhibitors of Glutaminase (GLS); AID 624170, 2012; 410,000 compounds, 0.21% hits; GLS enzymatic activity, qHTS titration; Glutaminase kidney isoform, mitochondrial (Homo sapiens), O94925; Potency, µM (series often up to 45.5 µM), for the others: top-dose activity change, negative = inhibition, most hits filed as inhibitors; note: % is set by controls: 0 for no effect and ±100 for the full control effect
Target sequence (O94925 whole entry, looked up, canonical isoform): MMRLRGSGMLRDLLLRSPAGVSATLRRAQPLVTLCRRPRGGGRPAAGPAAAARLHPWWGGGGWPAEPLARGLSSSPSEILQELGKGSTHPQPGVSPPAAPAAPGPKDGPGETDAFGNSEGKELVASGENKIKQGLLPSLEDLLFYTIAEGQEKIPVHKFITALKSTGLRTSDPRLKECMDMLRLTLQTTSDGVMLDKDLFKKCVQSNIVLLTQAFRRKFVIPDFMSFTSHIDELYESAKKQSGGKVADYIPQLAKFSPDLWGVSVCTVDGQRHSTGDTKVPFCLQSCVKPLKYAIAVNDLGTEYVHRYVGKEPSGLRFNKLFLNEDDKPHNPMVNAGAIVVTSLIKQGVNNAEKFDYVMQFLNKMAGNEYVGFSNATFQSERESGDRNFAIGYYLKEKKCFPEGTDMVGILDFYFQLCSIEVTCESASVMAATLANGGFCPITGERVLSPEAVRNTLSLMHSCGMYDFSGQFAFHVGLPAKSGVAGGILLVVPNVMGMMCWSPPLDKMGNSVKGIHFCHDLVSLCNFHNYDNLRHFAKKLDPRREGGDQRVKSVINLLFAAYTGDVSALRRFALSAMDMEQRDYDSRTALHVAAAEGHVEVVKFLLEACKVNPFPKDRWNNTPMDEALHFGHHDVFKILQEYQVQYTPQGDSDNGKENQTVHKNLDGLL
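hKGA; 45 mM KH2PO4 pH 8.2 + 0.02% Tween-20; cpd via pin tool; 1 mM Gln soln; GluOx/HRP/Amplex Red; RT 30 min; fluor. t0 & final.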
Active calls of the source: *; i = inactive; ? = inconclusive; nt = not tested or not shown; & = joins results of further samples; [ ] = remark or other dose. Unless noted, calls come from the whole dose curve; as a rule, active = well fitted curve in the direction sought with a large enough effect; inconclusive = small, poorly fitted or top-dose-only effect, or another doubt; inactive = no such curve, though single readings can be large; an effect the other way counts as inactive or inconclusive. Potency is the fitted concentration of half-maximal effect. These rows are one share of the data; the hit share may differ from the screen's.

TrxR1 inh	Pin1 inh	GLS inhibitor	RGS4 inh	HP1b chromo inh	PGK inhibitor	JMJD2A Tudor inh	smiles	ALOX12 inh	ERG Ets-DNA blk
32.9%	40.5%[activator]	-5.8%	16.3%	26.3%	-9.1%	-7.0%	CCN(CC)c1nc2c(S(=O)(=O)c3cccc(Cl)c3)nnn2c2ccsc12	-21.5%	2.5%
7.2%[57.1 µM]	-0.3%	4.6%	5.2%	25.9%	-3.7%	0.3%	COc1ccc(CC2(C)OC(c3ccc(C)cc3)=NN2C(C)=O)cc1 (stereo unspecified)	-28.2%	-2.9%
20.7%	-5.5%	-2.0%	-16.2%	27.8%	6.7%	-5.0%	CC(=O)Nc1ccc(NC(=O)CN(c2cccc(C)c2)S(C)(=O)=O)cc1	25.9%	3.0%
1.3%	10.5%	-0.5%	14.2%	38.9%	-3.4%	-13.7%	C[C@@H](NC(=O)Cn1cnc2c(NCc3ccccc3)ncnc21)c1cccc2ccccc12	?	6.2%
11.4%	-6.1%	0.5%	23.3%	19.7%	-2.2%	-17.4%	CCCc1nnc(NC(=O)c2cccc(OC)c2)s1	3.9%	-1.2%
4.1%	0.8%	11.6%	22.4%	30.1%	3.7%	-6.2%	COc1ccc2c(c1)c1c(c(=O)n(CCc3ccccc3)c(=O)n1Cc1cccc(C)c1)n2C	-2.6%	0.9%
8.9%	0.8%	-7.4%	0.5%	44.8%[activator]	-7.8%	11.3%	Cc1noc(C)c1COC(=O)c1ccc(S(=O)(=O)N2CCCCC2)cc1	-0.2%	6.0%
20.0%	0.4%	7.7%&-2.5%	?	27.2%	7.5%	-2.8%	O=C(O)CCC/C=C\C[C@@H]1[C@@H](/C=C/[C@@H](O)COc2cccc(Cl)c2)[C@H](O)C[C@@H]1O	44.2%	1.1%
-5.8%	-3.9%	3.5%	-0.2%	15.4%	-15.9%	-16.4%	O=C(O)CCC(=O)c1c[nH]c2ccccc12	?	6.8%
38.9%	14.9%	-2.7%	-5.7%	2.4%	-1.0%	?	CCOC(=O)n1cc(-c2cnc(CNC(=O)C(C)(c3ccccc3)c3ccccc3)o2)c2ccccc21	?	-0.4%
-10.3%[57.1 µM]	-2.5%	-0.3%	?	23.5%	4.7%	-18.6%	Fc1ccc(NCc2n[nH]c(=S)n2Cc2ccccc2)cc1	?	-0.6%
19.2%	-4.2%	1.2%	-3.5%	35.9%	-15.6%	6.0%	O=C(COc1ccc(Cl)cc1Cl)N1CCCCCC1	-23.0%	-2.2%
17.9%	-0.7%	4.2%	-2.4%	-20.7%	-10.7%	?	Cc1nn(-c2ccccc2)c(N)c1Sc1ccccc1[N+](=O)[O-]	-23.2%	5.9%
19.8%	0.1%	0.0%	13.9%	?	i	20µM*	FC(F)(F)c1ccccc1CNCc1ccc2c(c1)OCO2	?	1.8%
?	0.1%	-8.0%	-29.3%	24.0%	-0.6%	-4.8%	CN1CCc2c(sc(NC(=O)CS(=O)(=O)c3ccc(F)cc3)c2C(N)=O)C1	-21.8%	-3.2%
-17.4%	2.7%	-0.6%	-0.1%	21.9%	-1.1%	-2.9%	CCOc1ccccc1N(CC(=O)OC)S(=O)(=O)c1ccccc1	127.2%[activator]	-9.2%
11.3%	3.9%	-11.8%	-12.5%	19.3%	-1.2%	?	O=C(CN1CCN(C2CCCCC2)CC1)Nc1ccccc1N1CCCCC1	?	nt
22.9%[57.1 µM]	38.0%	-5.3%	-1.8%	35.0%	-13.4%	12.0%	N#Cc1cc(-c2ccccc2)oc1NC(=O)c1ccccc1	0.0%	5.4%
-20.2%	-2.8%	-0.5%	-12.9%	4.3%	2.5%	2.8%	c1cc(-c2noc(CC3CCCCC3)n2)ccn1	-22.3%	10.6%
6.3%	6.2%	13.2%	5.7%	46.6%[activator]	i	0.4%[57.1 µM]	Cc1ccc(S(=O)(=O)Nc2cc(C(F)(F)F)ccc2N2CCOCC2)cc1C	?	1.9%
16.6%[57.1 µM]	-7.4%	0.7%	-1.8%	24.7%	-6.3%	-5.8%	CCOC(CNC(=O)c1cc(C)nn1-c1ccccc1)OCC	-1.7%	2.9%
17.3%	-3.9%	-0.7%	-3.6%	34.2%	-7.3%	-8.2%	COC(=O)Cn1cnc2c(cnn2-c2ccc(OC)cc2)c1=O	2.7%	-1.9%
2.1%[11.4 µM]	3.1%	-18.7%	14.0%	68.9%[activator]	-10.8%	7.6%	COc1ccc(C(=O)c2ccccc2C(=O)c2ccccc2)cc1	-0.4%	8.6%
29.0%[57.1 µM]	3.5%	1.4%	10.3%	23.9%	-5.4%	-2.4%	CC(=O)Nc1nc(C)c(Oc2cccc(C(F)(F)F)c2)c(=O)[nH]1	?	0.5%
14.5%[57.1 µM]	-3.3%	-8.0%	-8.1%	-0.4%	0.9%	?	Cc1cccc(N2CCN(c3ncnc4c3c(-c3ccccc3)cn4-c3ccccc3)CC2C)c1 (stereo unspecified)	-27.4%	-8.5%
5.9%[57.1 µM]	-7.4%	-5.3%	-20.7%	1.3%	-0.8%	-4.5%	CN(C)C(=O)c1cc(Cl)ccc1Sc1cc(Cl)ccc1Cl	17.2%	-1.3%
-4.0%	16.8%	1.2%	-19.9%	28.1%	2.9%	-9.5%	COc1cc(/C=N/NC(=O)c2sc(N)c(C#N)c2C)cc(Br)c1O	nt	-2.7%
?	6.2%	13.7%	-11.5%	1.8%	4.8%	-34.0%	COc1ccc(/C=N/NC(=O)c2nn(C)cc2Br)cc1CSCc1ccco1	0.2%	1.0%
6.6%	-4.8%	4.4%	0.0%	45.3%[activator]	-1.3%	-6.2%	CCCCCOC(=O)Cc1c(O)c2ccccc2[nH]c1=O	-2.7%	-0.9%
16.0%	2.0%	-0.4%	17.1%[11.4 µM]	63.6%[activator]	-3.7%	-1.7%	CCC(=O)N1CCc2cc(S(=O)(=O)CCC(=O)NC(C)CC)ccc21 (stereo unspecified)	-1.6%	3.1%
-17.1%	-5.3%	2.1%	12.1%	1.0%	6.5%	-32.2%	Cc1c(CNC(C)c2ccccc2)c(C(=O)O)c(C)n1Cc1c(F)cccc1Cl (stereo unspecified)	-14.2%	-1.0%
12.4%	-1.6%	-3.1%	-9.6%	11.5%	-0.3%	-10.1%	COc1ccc(OC)c(NC(=O)COC(=O)Cn2nnc(-c3ccccc3)n2)c1	37.6%	-8.2%
-20.0%	-1.5%	-16.1%	?	?	i	?	CCOC(=O)c1c(NC(=O)C2CCCO2)sc(C(=O)OC(C)(C)C)c1C (stereo unspecified)	?	-6.1%
-1.7%[57.1 µM]	-7.9%	-7.2%	18.7%	-7.0%	-9.4%	-18.8%	O=C1CCC/C1=C\Nc1ccc(Cl)c([N+](=O)[O-])c1	-8.5%	6.2%
-6.4%	5.1%	13.5%	-21.2%[56.9 µM]	24.6%	-5.3%	?	CCCn1c2ccccc2c2cnn(CC(=O)NCCCN3CCN(c4ccccc4)CC3)c(=O)c21	-23.3%	-6.5%
40.8%[activator]	8.5%	15.4%	19.9%	20.0%	3.8%	-10.1%	FC(F)(F)c1cc(-c2ccco2)nc(-n2nnc3ccccc32)n1	5.4%	-14.2%
18.3%	-1.5%	1.7%	6.1%	12.3%	-6.1%	-5.1%	O=C(Nc1ccncc1)c1cc(F)cc(F)c1	11.0%	-1.8%
19.8%	-3.3%	15.2%	-12.2%	37.5%[activator]	-9.0%	-19.1%	Cc1cc(Cl)ccc1NC(=S)NCc1cccs1	?	-1.3%
-34.4%	13.2%	6.7%	-17.8%	96.8%[activator]	-13.1%	39.7%[activator]	CCNc1nc(CSc2ccccc2)nc2sc(C)c(C)c12	3.9%	1.9%
15.1%	-3.0%	9.2%	6.4%	40.8%[activator]	1.3%	-19.7%	COc1ccc(NC(=O)CN(c2ccccc2C)S(C)(=O)=O)c(OC)c1	29.0%	-1.8%

At a glance, part of the list above.
TrxR1 inh	Pin1 inh	GLS inhibitor	RGS4 inh	HP1b chromo inh	PGK inhibitor	JMJD2A Tudor inh	smiles	ALOX12 inh	ERG Ets-DNA blk
40.8%[activator]	8.5%	15.4%	19.9%	20.0%	3.8%	-10.1%	FC(F)(F)c1cc(-c2ccco2)nc(-n2nnc3ccccc32)n1	5.4%	-14.2%
18.3%	-1.5%	1.7%	6.1%	12.3%	-6.1%	-5.1%	O=C(Nc1ccncc1)c1cc(F)cc(F)c1	11.0%	-1.8%
